# NCI-60 one-dose screen, 48 h, at 10 µM unless noted. Numbers give growth in % (100 = growth as untreated, 0 = no growth, -100 = all killed).
# TK-10 = TK-10 renal cancer cells; 81,000 compounds, 3.9% hits
# A498 = A498 renal cancer cells | 76,000 compounds, 5.4% hits
# CAKI-1 = CAKI-1 renal cancer; AID 1794772; 75,000 compounds, 4.7% hits
# RXF 393 = RXF 393 renal cancer cells; 77,000 compounds, 6.9% hits
# UO-31 = UO-31 renal cancer. AID 1794768. 81,000 compounds, 5.2% hits
# SN12C = SN12C renal cancer cells; 81,000 compounds, 3.8% hits; AID 1794767
# 786-0 = 786-0 renal cancer cells | 81,000 compounds, 5.1% hits | AID 1794775
# ACHN = ACHN renal cancer | 81,000 compounds, 4.9% hits
# Starred values were filed as active, the others as inactive; / = no result given; & = joins results of further samples. How the source made its calls: active means growth percent below 10; inactive means the rest.
SMILES,TK-10,A498,CAKI-1,RXF 393,UO-31,SN12C,786-0,ACHN
CCCCCCOC(=O)c1nn(C(C)=O)c2ccccc12,93,64,93,105,93,96,93,110
Cc1ccc(C(CS(=O)(=O)c2ccccc2)=Nc2ccc(S(N)(=O)=O)cc2)cc1,99,100,103,94,104,96,103,106
COc1cc(/C=C/C(=O)/C=C/c2ccc(-n3ccnc3)cc2)ccc1O,101,97,91,27,-26*,77,107,48
O=C(Nc1ccc(Cn2nnc3c(F)cccc32)cc1)c1ccc([N+](=O)[O-])cc1,76,/,54,78,59,75,79,64
Nc1cccc2c1C(=O)OC2=O,89,105,98,128,90,95,104,97
O=C(NNc1nc2cc(F)ccc2n2c(CN3CCC(O)C3)ccc12)c1cnccn1 (configuration not stated),21,26,/,/,11,24,16,14
CCOC(=O)NN(C(=O)OCC)N1CCOCC1,115,81,95,102,82,98,106,99
O=C1NCN(C2CCCCC2)CN1,96,108,89,95,82,94,98,95
O=c1c2ccccc2sc2ccccc12,108,99,102,116,75,93,97,96
OCC[C@H]1C[C@@H]1/C=C/c1ccccc1,95,99,90,100,96,96,96,111
O=C(N/N=C/c1cc2ccccc2n2nnnc12)Nc1ccccc1,101,/,94,103,94,100,91,108
Cc1ccc(/C=C/C(=O)c2ccc(N)cc2)c(C)c1,106,97,84,/,12,4.5*,-63*,39
CC[C@H](CC[C@@H](C)[C@H]1CC[C@H]2[C@@H]3CC[C@@H]4CC(=O)/C(=C\c5ccncc5)C[C@]4(C)[C@H]3CC[C@]12C)C(C)C,107,83,94,109,90,102,96,111
O=C(O)c1ccc(-c2nn(-c3ccc(C(=O)O)cc3)cc2C(=O)O)cc1,109,110,/,121,71,102,102,104
Brc1ccc(Br)c2cnccc12,100,70,92,110,87,98,108,95
CC(=O)c1nn(-c2ccc(S(N)(=O)=O)cc2)c(-c2ccc(C)cc2)c1S(=O)(=O)c1ccccc1,108,79,84,94,83,109,94,95
O=C(NCCCl)Nc1nccnc1OCc1ccc(F)cc1,138,105,90,109,87,94,89,105
CC1=NC2=NN=C(c3ccccc3)NN2C(c2ccccc2)=C1,185,123,91,/,84,100,109,99
O=C(O)c1ccc(-c2nn(-c3ccc(C(F)(F)F)cc3)cc2CNc2cccc(F)c2)cc1,107,/,97,112,77,93,107,86
CCSc1nc(-c2ccco2)n2nc(-c3cccs3)cc2n1,/,97,92,101,54,95,115,78
Nc1ncc(-c2ccc(Br)cc2)s1,117,90,95,170,91,109,111,98
CCCSc1nc(-c2ccc(OCc3ccccc3)c(OC)c2)c(C#N)c(=O)[nH]1,106,/,92,105,92,94,99,100
COc1ccc(/C=N/Nc2ncnc3c2c(C)nn3-c2ccc([N+](=O)[O-])cc2)cc1,118,89,101,104,87,104,98,102
COc1ccc(C(=O)c2cc(OC)c(OC)c(OC)c2)cc1OC(=O)C(Cl)(Cl)Cl,66,47,/,30,39,31,21,32
Cc1cc(C)nc(NS(=O)(=O)c2ccc(Nc3nc4nc(=S)[nH]c(-c5ccc(O)cc5O)c4c(=O)[nH]3)cc2)n1,139,118,95,129,101,134,107,100

# Only A498, UO-31 and TK-10, for some of the entries so far:
molecule	A498	UO-31	TK-10
O=C1NCN(C2CCCCC2)CN1	108	82	96
O=C(Nc1ccc(Cn2nnc3c(F)cccc32)cc1)c1ccc([N+](=O)[O-])cc1	/	59	76

# Carrying on:
SMILES,TK-10,A498,CAKI-1,RXF 393,UO-31,SN12C,786-0,ACHN
COc1cc(CNC(=O)Cc2ccccc2)ccc1OCc1cn(-c2ccccc2)nn1,105,/,89,118,82,95,104,94
N#CC1=C(N)OC2=C(C(=O)c3ccccc3C2=O)C1c1ccc(F)cc1 (configuration not stated),123,80,86,/,80,92,101,94
CCCN(CCC)c1ccc(NC(=O)c2cc(OC)c(OC)c(OC)c2)cc1,96,74,80,89,71,95,99,97
Cc1nn2c(CCC(=O)c3nc4ccccc4[nH]3)nnc2s1,126,111,99,117,85,102,100,95
NC(C(=O)O)C(O)c1cccc(OCc2ccccc2)c1 (configuration not stated),103,69,95,99,84,88,100,96
CCOC(=O)C1C(c2ccc3c(c2)OCO3)NC(=S)NC1(O)C(F)(F)F (configuration not stated),98,83,93,118,73,96,100,96
Cc1ccc(NC(=O)N2CC(C)OC(C)C2)cc1[N+](=O)[O-] (configuration not stated),111,86,99,98,71,94,105,102
CC1(C(Cl)(Cl)Cl)C=CC(=O)C(Cl)=C1 (configuration not stated),104,98,104,106,83,99,103,101
O=S(=O)(O)c1ccc(F)cc1,90,101,/,116,86,111,103,/
COc1ccc(/C(=C\c2cc(OC)c(OC)c(OC)c2)C(=O)N2CCCCC2)cc1,93,81,/,107,81,100,99,73
COC1=C[C@@]23CCC(=O)N2CCc2cc4c(cc2[C@H]3[C@H]1OC(=O)[C@H](C)O)OCO4,106,104,95,/,82,113,103,107
CC(=O)OCCC(C)(C)C1CCCCC1,94,92,98,/,98,104,94,106
Clc1ccc(-c2ccc(OCCCN3CCN(c4ccncc4)CC3)cc2)cc1,89,85,67,15,66,/,56,88
CCNC(=S)NC1CCCCCCCCCCC1,/,74,101,97,70,88,95,101
CCOc1ccc(-c2nc3ccc(-c4nc5ccc(N6CCN(CCN(C)C)CC6)cc5[nH]4)cc3[nH]2)cc1,160,122,105,122,103,102,110,97
Cc1cccc(C(O)C(O)c2cccc(C)n2)n1 (configuration not stated),114,99,101,120,86,106,119,97
CCOC(=O)C[C@@H]1C(=O)N2CC[C@]3(C(=O)Nc4ccc(Br)cc43)[C@H]2C[C@@H]1C(=O)OCC,117,/,91,106,90,101,102,100
COc1ccc(-c2nc3sccn3c2-c2cc(-c3ccc4cc(OC)ccc4c3)on2)cc1,138,107,108,114,81,105,98,110
O=C1Nc2cc(Cl)c(CCCl)cc2/C1=C/c1ccc(F)cc1,129,92,66,68,58,75,94,70
COc1cccc(C(=O)NNc2nc(-c3ccccc3)nc3ccccc23)c1,111,/,97,87,82,96,100,85
O=C1/C(=C/c2cccc3ccccc23)SC(=S)N1Cc1ccco1,116,84,99,80,84,90,95,100
O=C(Cc1c[nH]c2ccccc12)N=Nc1c(O)[nH]c2ccc([N+](=O)[O-])cc12,111,85,79,82,69,97,99,88
Fc1cc2c(cc1Cl)N(c1ncnc3ccc(-c4cnc5cncn5c4)cc13)CC2,104,73,80,84,61,93,94,82
Cc1ccc(-c2nc3nc(-c4ccccc4)nc(N4CCN(S(C)(=O)=O)CC4)c3o2)cc1,80,114,96,103,92,94,91,72
CCCCCCCCCCCC1=NCCCN1CCCC,108,/,111,122,84,98,99,104
# The list continues.
SMILES,TK-10,A498,CAKI-1,RXF 393,UO-31,SN12C,786-0,ACHN
O=C1CC[C@@H]2CCCC[C@@H]2C1,114,108,102,130,75,96,103,100
COc1cc(CC(=O)NO)cc(OC)c1OC,127,72,102,114,93,105,101,106
Nc1c(C(=O)Nc2ccccc2Cl)sc2nc3c(cc12)CCCCCC3,24,50,58,-35*,-8.9*,/,-55*,10
COc1ccc(/C=C2/SC(=O)N(c3nc(N4CCCC4)nc(N4CCCC4)n3)C2=O)cc1,/,50,93,110,68,101,90,97
COc1nnc2c3ccccc3n(Cc3ccccc3)c2n1,/,97,/,91,80,102,100,92
Cc1c(C(=O)NCCCC(=O)NO)sc2ncnc(Nc3ccc(F)c(Cl)c3)c12,124,/,92,103,76,104,105,102
c1ccc(-c2nc3ccccc3s2)nc1,142,117,/,83,84,96,108,103
Cc1ccc(/C=C/c2cn(-c3ccccc3)nc2-c2cccc(C#N)c2)cc1,94,86,98,104,82,92,87,98
COc1c(C)c2c(c(O)c1C/C=C(\C)CCC(=O)O)C(=O)OC2,42,62,6.7*,51,28,34,21,/
N#CC1=C(N)Oc2cc3ccccc3cc2C1c1ccccc1 (configuration not stated),110,120,95,109,67,99,104,101
COc1ccc(-c2cn(-c3ccc(Cl)cc3)c(SCC(=O)c3ccc([N+](=O)[O-])cc3)n2)cc1,56,85,76,54,83,78,53,82
O=C(Nc1cc(Cl)cc(Cl)c1)Nc1nc2ccc([N+](=O)[O-])cc2s1,-1.5*,/,6.9*,-25*,7.0*,2.1*,11,3.8*
Cc1c(Br)c(=O)n(-c2ccccc2)n1C,103,99,107,117,119,106,103,103
CC(OC(=O)c1ccccc1C(=O)O)c1ccccc1 (configuration not stated),106,104,97,138,75,101,97,109
CCOC(=O)C(CCSC)(CCN(C)Cc1ccccc1)C(=O)OCC,104,87,91,109,81,100,96,104
Nc1nc(N)nc(-c2cc(Cl)ccc2Cl)n1,102,92,91,115,94,96,110,97
COc1ccc(NC(=O)/N=c2\oc3c(OC)cccc3cc2-c2cc3ccccc3[nH]2)cc1,42,75,49,/,90,78,11,35
Cc1nn(-c2ccccc2)c2nc3nc[nH]c(=O)c3c(-c3ccc(Cl)cc3)c12,111,77,82,94,100,94,99,93
CCC(=O)Nc1cc(Nc2cc(NC3CC3)n3ncc(C#N)c3n2)ccc1C,15,-21*,15,-8.4*,20,43,42,14
COc1cc(C(=O)NC(N)=O)cc(OC)c1OC,88,106,100,95,89,100,101,116
CC(O[N+](=O)[O-])c1cccc([N+](=O)[O-])c1 (configuration not stated),105,96,97,110,81,105,99,103
O=C(N/N=C/c1ccc(Cl)cc1)c1ccc2cccc(O)c2n1,156,/,98,109,88,97,108,98
O=C(CN1CCN(c2cc3c(cc2F)c(=O)c(C(=O)O)cn3C2CC2)CC1)Nc1cc(=O)[nH]c(=O)[nH]1,100,100,95,94,80,98,96,100
COc1ccc(/C=C(\C#N)c2nc(N)nc(Nc3ccc(S(N)(=O)=O)cc3)n2)cc1,118,93,89,104,87,96,92,97
Cc1cccc(Oc2ccc(Nc3ncnc4ccc(NC(=O)CNCCO)cc34)cc2Cl)c1,40,50,53,/,41,39,56,27

# Exported tab-delimited: twelve of the compounds above.
compound	TK-10	A498	CAKI-1	RXF 393	UO-31	SN12C	786-0	ACHN
COc1ccc(/C=C2/SC(=O)N(c3nc(N4CCCC4)nc(N4CCCC4)n3)C2=O)cc1	/	50	93	110	68	101	90	97
COc1nnc2c3ccccc3n(Cc3ccccc3)c2n1	/	97	/	91	80	102	100	92
Cc1c(C(=O)NCCCC(=O)NO)sc2ncnc(Nc3ccc(F)c(Cl)c3)c12	124	/	92	103	76	104	105	102
c1ccc(-c2nc3ccccc3s2)nc1	142	117	/	83	84	96	108	103
Cc1ccc(/C=C/c2cn(-c3ccccc3)nc2-c2cccc(C#N)c2)cc1	94	86	98	104	82	92	87	98
COc1c(C)c2c(c(O)c1C/C=C(\C)CCC(=O)O)C(=O)OC2	42	62	6.7*	51	28	34	21	/
N#CC1=C(N)Oc2cc3ccccc3cc2C1c1ccccc1 (configuration not stated)	110	120	95	109	67	99	104	101
COc1ccc(-c2cn(-c3ccc(Cl)cc3)c(SCC(=O)c3ccc([N+](=O)[O-])cc3)n2)cc1	56	85	76	54	83	78	53	82
O=C(Nc1cc(Cl)cc(Cl)c1)Nc1nc2ccc([N+](=O)[O-])cc2s1	-1.5*	/	6.9*	-25*	7.0*	2.1*	11	3.8*
Cc1c(Br)c(=O)n(-c2ccccc2)n1C	103	99	107	117	119	106	103	103
CC(OC(=O)c1ccccc1C(=O)O)c1ccccc1 (configuration not stated)	106	104	97	138	75	101	97	109
CCOC(=O)C(CCSC)(CCN(C)Cc1ccccc1)C(=O)OCC	104	87	91	109	81	100	96	104

# (list continues)
SMILES,TK-10,A498,CAKI-1,RXF 393,UO-31,SN12C,786-0,ACHN
COC(=O)[C@@H]1CCCN1C(=O)C1=C(C)NC(=S)NC1c1cc(OC)c2c(c1)OCO2 (some centres not stated),119,127,101,64,81,100,101,96
Cc1ccc(C)c(S(=O)(=O)N2CCN(S(=O)(=O)c3cc(C)ccc3C)CC2)c1,100,117,/,114,87,100,91,113
N#CC1C(=O)NC(c2ccccc2[N+](=O)[O-])c2sc3c(F)cccc3c21 (configuration not stated),41,-61*,5.3*,70,54,78,90,66
CCCCCCCCc1ccc(C(=O)Nc2ccc(C)cc2C(=O)O)cc1,103,109,85,110,76,89,90,69
Cc1ccccc1S(N)(=O)=O,89,133,95,/,93,98,102,94
COc1cc(OCc2cccc(-c3ccc4c(c3)OCCO4)c2C)cc(OC)c1C=O,43,-10*,26,74,51,68,67,48
NCCNc1nc2ccc(F)cc2c2c(=O)c3cc(F)ccc3sc12,59,41,23,52,36,46,59,32
S=C=Nc1ccc(N2CCOCC2)cc1,93,96,96,72,85,104,90,96
O=C(/C=C/C=C/c1ccccc1)c1ccccc1,101&104,99&104,81&119,85&98,64,89&93,81,111&109
COc1cc(/C=N/Nc2ncnc3c2c(C)nn3-c2ccc(F)cc2)cc(OC)c1OC,136,78,/,97,69,95,98,96
COc1ccc2cc(-c3nc4ccc(C)cn4c3NCc3ccco3)c(=O)[nH]c2c1,71,44,51,73,48,76,68,45
CCCN(CCC)S(=O)(=O)c1ccc(C(=O)OCCCN(C)C)cc1,93,97,95,108,81,99,103,104
CN1CC(c2ccc(Br)cc2)C2(SC(=Nc3ccccc3)N(Nc3ccccc3)C2=O)C12C(=O)Nc1ccccc12 (configuration not stated),68,58,31,/,27,47,42,33
CC[n+]1ccc(/C=C/c2ccc(O)c(OC)c2)cc1,95,95,96,108,94,/,97,110
O=C1c2ccccc2C(=O)c2c1cc(S(=O)(=O)O)cc2[N+](=O)[O-],95,125,/,112,91,107,103,102
COc1cc(CCNc2nc3cc(N)cc(N)c3nc2-c2ccccc2)cc(OC)c1,104,/,184,-64*,39,-78*,-60*,52
CCCCCC(=O)OC1CCC(C(C)C)CC1 (configuration not stated),94,90,98,112,107,105,97,109
CCN(CC)CCOc1ccc(NC(C)=O)cc1,99,110,101,/,98,102,93,100
Nc1nnc(CSc2nnc3n(Cc4ccccc4)c(=O)c4c5c(sc4n23)CCCC5)s1,113,103,10,93,85,92,93,95
N#Cc1ccc(NC(=O)c2ccc3cccnc3c2O)cc1,34,/,-13*,49,18,34,10,15
O=C(Nc1nc(-c2ccc([N+](=O)[O-])cc2)cs1)c1ccccc1CN1C(=O)c2ccccc2C1=O,102,102,89,90,83,99,104,103

# Screening data deposited in PubChem BioAssay by NCI.
